# High-throughput results from PubChem BioAssay.
# TEAD-YAP block – TEAD-YAP interaction inhibition | HEK-TIYL cells, TEAD-Gal4/YAP UAS-luciferase luminescence | inhibition, % at 9.12 µM | 1.4% of 640,000 active; in the data active = inhibition above about 32%;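 also: 0% = median of test compound wells and 100% = reference inhibitor wells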
# GPR151 activ – human GPR151 activation. Q8TDV0. PathHunter beta-arrestin GPR151 cells, luminescence. activation, % at 11.2 µM. 1% of 650,000 active. AID 1508602; in the data active = activation above about 4.9%;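 also: 0% = median of compound wells and 100% = cells with positive control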
# Target sequence (Q8TDV0 whole entry, looked up): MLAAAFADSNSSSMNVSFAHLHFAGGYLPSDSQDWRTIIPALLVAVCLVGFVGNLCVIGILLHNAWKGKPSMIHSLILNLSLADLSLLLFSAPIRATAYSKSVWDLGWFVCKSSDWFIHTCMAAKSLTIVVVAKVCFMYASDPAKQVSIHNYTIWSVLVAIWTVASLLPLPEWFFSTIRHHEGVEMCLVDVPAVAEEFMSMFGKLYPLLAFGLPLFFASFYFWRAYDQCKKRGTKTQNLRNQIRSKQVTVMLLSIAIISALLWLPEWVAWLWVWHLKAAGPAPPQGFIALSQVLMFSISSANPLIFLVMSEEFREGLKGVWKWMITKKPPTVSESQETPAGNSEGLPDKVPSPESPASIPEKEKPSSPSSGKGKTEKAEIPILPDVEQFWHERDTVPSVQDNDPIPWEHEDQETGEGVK
# FBW7 act – human FBW7 E3 ligase activation, primary screen. Q969H0. AlphaScreen FBW7–phospho-cyclin E peptide binding, activator screen. normalized activity (activation), % at 26.1 µM. 0.13% of 650,000 active. AID 1259310; in the data active = normalized activity above about 1.9%;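 also: purified mutant Fbw7 with reduced substrate affinity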
# MITF primary – inhibitors of human MITF | O75030 | AlphaScreen MITF homodimerization, bead proximity signal | inhibition, % at 2.6 µM | 0.91% of 650,000 active; in the data active = inhibition above about 50%;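 also: 0% = vehicle wells with protein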
# Target sequence (O75030 whole entry, looked up): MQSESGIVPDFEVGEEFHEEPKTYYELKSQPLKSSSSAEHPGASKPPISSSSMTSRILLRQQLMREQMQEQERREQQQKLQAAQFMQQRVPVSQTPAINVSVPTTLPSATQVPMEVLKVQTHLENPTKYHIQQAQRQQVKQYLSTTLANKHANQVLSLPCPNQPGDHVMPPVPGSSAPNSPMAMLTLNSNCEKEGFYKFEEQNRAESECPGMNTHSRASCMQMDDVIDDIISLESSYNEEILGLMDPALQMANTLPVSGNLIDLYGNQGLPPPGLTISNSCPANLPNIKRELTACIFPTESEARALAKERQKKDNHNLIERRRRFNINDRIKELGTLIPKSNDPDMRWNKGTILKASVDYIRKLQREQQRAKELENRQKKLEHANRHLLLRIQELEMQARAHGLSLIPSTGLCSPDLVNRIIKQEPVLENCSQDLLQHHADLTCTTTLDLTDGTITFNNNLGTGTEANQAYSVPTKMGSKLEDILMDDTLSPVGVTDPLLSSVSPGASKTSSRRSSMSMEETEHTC
# The depositor's hits bear a star; . = no result given; & = joins results of further samples. Hits appear at their usual frequency. Share with any hit: about 3.4%.
no.	SMILES	TEAD-YAP block	GPR151 activ	FBW7 act	MITF primary
1	CC1CN(C(=O)/C=C/c2ccccc2Cl)CC(C)O1 (stereo not given)	-1.3	-0.5	-0.2	3.0
2	CC(C)N(Cc1ccccc1)C(=O)Nc1ccc(-c2cn[nH]c2)cc1	0.1	-1.8	0.1	1.5
3	O=C(COc1ccccc1Cl)NNC(=O)c1ccco1	-11.0	-0.5	-0.1	-2.6
4	COc1ccc(-c2csc(=NCc3cccnc3)n2C(C)(C)C)cc1	-9.2	2.7	-0.2	14.2
5	COc1cc2c(cc1NC(=O)c1ccc(Cl)cc1Cl)oc1ccccc12	-1.0	-0.7	0.1	2.8
6	CCOC(=O)C1=CN(Cc2ccc(Cl)cc2)C=C(C(=O)OCC)C1c1cccc(OC)c1OC	-2.1	2.3	-0.1	4.8
7	Cc1ccc(N2C(=O)C3C(C2=O)C2C=CC3C23CC3)cc1Cl (stereo not given)	-10.1	-0.4	-0.2	-9.4
8	CC(C)(C)c1ccccc1OCC(=O)Nc1cccc2ccccc12	0.0	1.1	0.2	-0.6
9	CCN(c1cccc(C)c1)S(=O)(=O)c1ccc(F)c(C(=O)Nc2ccc(Br)cc2F)c1	14.1	-1.3	0.2	0.8
10	CCn1c(C)cc(C)c(S(=O)(=O)c2ccccc2Cl)c1=O	-0.6	-0.8	0.0	-2.6
11	CC(C)(C)c1[nH]nc2c1C(c1ccc(Cl)s1)C(C#N)=C(N)O2 (stereo not given)	4.2	1.1	-0.2	2.1
12	Cc1cc(OCN2C(=O)c3ccccc3C2=O)ccc1Cl	-4.6	-1.3	0.0	4.6
13	CCOc1ccc(NC(=O)C(=S)NCc2ccco2)cc1	-44.2	0.6	-0.2	11.0
14	O=C(Cc1n[nH]c(=O)[nH]c1=O)N/N=C/c1cccc(Oc2ccccc2)c1	-0.7	1.1	0.0	-2.8
15	COc1ccc2c(c1)N(Cc1ccc([N+](=O)[O-])cc1)C(C)(C)C=C2C	0.7	0.6	-0.2	19.8
16	Brc1ccc(OCc2nn3c(-c4ccccc4)nnc3s2)cc1	-3.7	1.0	0.0	3.7
17	Cc1ccc(C)c(NC(=O)Cn2c(=O)oc3cc(S(=O)(=O)N4CCCCC4)ccc32)c1	3.1	0.5	-0.2	-7.3
18	Nc1nc(NCc2nc3ccccc3[nH]2)cc(-c2csc3ccccc23)n1	-11.7	5.6*	0.0	-6.7
19	COC(=O)c1cc2c(cc1NC(=O)c1oc(=O)c3ccccc3c1-c1ccccc1)OCO2	-2.9	2.2	-0.2	-11.2
20	Cc1cccc(NC(=O)C(=O)NCC2CCCN2S(=O)(=O)c2cccs2)c1 (stereo not given)	-28.7	-2.6	0.1	-7.3
21	COc1ccc(CN2CCN(c3ncnc4sc(C)c(C)c34)CC2)c(OC)c1OC	15.6	1.7	0.1	6.9
22	COCCn1c(SCc2ccc(Cl)cc2)nc2c1c(=O)[nH]c(=O)n2C	4.4	0.5	0.6	3.4
23	CCOc1ccccc1OCC1CNCCO1 (stereo not given)	.	-1.0	-0.1	7.9
24	O=C1CCCN1CCn1cnc2c(Nc3ccccc3)nc(Cl)nc21	-29.6	1.4	-0.1	-4.3
25	Cn1c2ccc(Br)cc2c2nnc(N/N=C\c3ccc(O)cc3O)nc21	2.0	2.4	0.7	19.0
26	O=P1(O)CCCCP(=O)(O)C1	5.9	1.1	-0.1	8.9
27	O=c1n(Cc2cccnc2)nc2c3ccccc3nc(C3CC3)n12	-0.2	0.6	0.0	3.1
28	CC(C)(C)n1nc2c(c1NC(=O)c1ccccc1)CS(=O)(=O)C2	-3.3	-0.3	0.0	8.8
29	Cc1cc(Nc2cccc(O)c2)c2ccccc2n1	-3.3	-1.0	-0.2	-1.2
30	COC(=O)c1ccc(NCN2C(=O)C3C4CCC(C4)C3C2=O)cc1 (stereo not given)	1.1	-1.5	0.0	-13.9
31	COc1ccc(S(=O)(=O)N(CCc2ccccc2)CC(=O)O)cc1Cl	-6.0	-1.2	-0.1	-8.4
32	C/C(=N\NS(=O)(=O)c1ccccc1)c1cccc(N)c1	-0.8	-1.9	0.0	-8.9
33	O=C(CCl)NCc1ccc2c(c1)OCO2	10.3	-1.6	-0.1	-9.2
34	CCOc1cc(C2Nc3ccccc3C(=O)N2c2ccc(C)cc2)ccc1O (stereo not given)	-11.6	-2.6	0.1	14.1
35	Cc1cc(C)cc(NC(=O)CSc2nc(=O)n(CCCN(C)C)c3c2CCCC3)c1	-6.3	-0.4	0.1	0.1
36	O=C(c1ccc(F)cc1)N1CCN(c2cnn(-c3ccccc3)c(=O)c2Cl)CC1	-13.4	0.9	0.1	-10.3
37	O=C1CCC(C(=O)Nc2cccc(C(F)(F)F)c2)N1 (stereo not given)	-3.6	-0.6	0.1	14.9
38	CCOC(=O)CNC(=O)C1=C(C(=O)O)CCCC1	13.5	0.4	-0.1	9.1
39	CCc1ccccc1NC(=O)Cn1cc2c(n1)CCC(C)C2 (stereo not given)	-11.3	0.2	0.1	16.4
40	CC1C(=O)Nc2ccc(S(=O)(=O)Nc3ccc(Cl)c(C(F)(F)F)c3)cc2NC1=O (stereo not given)	4.4	0.8	0.2	22.7
41	CN1C(=O)NC(=O)/C(=C/c2cccc3ccccc23)C1=O	-1.2	0.6	-0.3	21.8
42	CCOC(=O)N1CCc2c(sc(NC(=O)C3COc4ccccc4O3)c2C(N)=O)C1 (stereo not given)	-13.8	-2.2	-0.1	-7.3
43	O=C(COC(=O)/C=C/c1ccc(OC(F)F)cc1)NC(=O)NC1CCCCC1	2.8	-0.4	0.1	4.5
44	CSc1cccc(NC(=O)CSc2nnc(CSCc3ccccc3)n2C)c1	12.3	-1.1	0.0	8.4
45	COC(CNC(=O)c1c[nH]c2ccc(S(=O)(=O)N(C)c3cc(C)ccc3C)cc2c1=O)OC	-2.8	0.4	0.2	9.1
46	COC(=O)c1c(NC(=O)C(=O)NCc2ccccn2)sc2c1CCCC2	-6.0	0.6	0.1	-0.5
47	Cc1ccc(-c2csc(NC(=O)CS(=O)(=O)c3ccc(F)cc3)n2)cc1	-4.6	-0.8	0.2	1.8
48	COc1cc(C(=O)/C=C/Nc2ccc(C)cc2O)cc(OC)c1OC	49.5*	-0.7	-0.1	5.3
49	CC(OC(=O)c1cc(S(=O)(=O)N2CCOCC2)ccc1F)C(N)=O (stereo not given)	3.0	-1.6	0.0	8.0
50	O=C(CC1Nc2c3ccccc3nc(=S)n2C1=O)N1CCN(c2ncccn2)CC1 (stereo not given)	-3.4	-0.8	0.0	0.9
51	COc1cc(C(=O)c2cc(Cl)ccc2N)cc(OC)c1OC	51.9*	0.3	-0.3	11.8
52	COc1ccc(C2NC(=S)NC3=C2N2CCC3CC2)cc1 (stereo not given)	-0.6	0.7	-0.2	3.4
53	COCCCNC(=O)C1c2ccccc2C(=O)N(c2ccc(OC)cc2)C1c1ccc(OC)cc1 (stereo not given)	7.7	-0.9	0.2	7.1
54	Cc1nnn(C23CC4CC(CC(CC(=O)Nc5ccc(F)cc5)(C4)C2)C3)n1	-7.9	0.4	0.9	75.1*
55	Cc1cccc(-n2c(SCC(=O)N3CCN(C)CC3)nnc2-c2c[nH]c3ccccc23)c1	2.6	-0.5	0.1	3.1
56	Cc1ccccc1NC(=O)C1CC(=O)N(c2ccc3c4c(cccc24)CC3)C1 (stereo not given)	7.2	-0.2	0.6	15.3
57	CN(C)CCN1C(=O)C(=O)/C(=C(\O)c2ccccc2)C1c1ccc(N(C)C)cc1 (stereo not given)	-2.3	-0.8	0.5	13.0
58	O=C(CCl)Nc1cccc(C(F)(F)F)c1	33.5*	0.2	-0.1	-1.9
59	CCOC(=O)C1=CN(Cc2ccc(F)cc2)C=C(C(=O)OCC)C1c1ccc(Cl)c([N+](=O)[O-])c1	12.2	-0.1	0.0	14.2
60	OCCC1CN(Cc2cnc(N3CCCC3)s2)CCN1C1CCCC1 (stereo not given)	-9.6	-0.6	-0.2	3.8

# Additional compounds follow.
no.	SMILES	TEAD-YAP block	GPR151 activ	FBW7 act	MITF primary
61	Cc1oc2nc(SCC(=O)NCCCN3CCOCC3)nc(N)c2c1C	-6.3	1.4	0.1	-3.3
62	Cc1ccc(S(=O)(=O)N2CCN(c3ccc([N+](=O)[O-])cc3Cl)CC2)cc1	9.2	-1.1	0.1	2.1
63	CC(C)CNc1nccn2c(-c3ccc(N4CCN(C)CC4)nc3)cnc12	9.3	2.3	0.1	-1.7
64	COc1ccc(CCNC(=O)CSc2cccc[n+]2[O-])cc1	-1.8	0.7	-0.1	-0.5
65	O=C(CCSc1ccccc1)N1CCC(Oc2nc3ccccc3s2)CC1	-9.5	0.6	0.2	-4.5
66	Cc1ccc(C2CC(C(F)(F)F)n3nc(C(=O)N4CCC(C)CC4)cc3N2)cc1 (stereo not given)	15.5	0.6	0.1	2.8
67	O=C(N/N=C/C=C\c1ccccc1[N+](=O)[O-])c1cc(-c2ccccc2)n[nH]1	0.8	1.3	0.0	9.6
68	c1ccc(CNc2nc3ccccc3n2CCN2CCOCC2)nc1	-14.9	-2.1	1.1	-7.3
69	O=C(CSc1ccccc1)N1CCN(c2ccccc2F)CC1	-33.3	0.5	0.1	-23.4
70	CC1=NN(c2ccccc2)C(=O)/C1=C/c1ccc(Sc2ccc(Cl)cc2)o1	-25.9	-1.1	-0.1	5.9
71	COc1ccc2nc(SCC(=O)Nc3nc(C)c(C)s3)c(C#N)cc2c1	14.1	-0.9	0.2	13.5
72	COC(=O)N/N=C/c1cccc([N+](=O)[O-])c1	5.8	1.2	-0.2	-2.9
73	COCCNC(=O)Cn1c(=O)cnc2ccccc21	-9.5	0.8	0.3	12.1
74	CCOC(=O)c1cnc2cc(C(F)(F)F)ccc2c1Nc1ccc(OC)cc1OC	-1.8	-0.1	-0.1	11.4
75	O=C(CN(C(=O)c1csnn1)C1CC1)NCc1ccc2c(c1)OCO2	-1.1	-0.8	0.1	1.4
76	Cc1ccc(CNC(=O)c2ccccc2N(Cc2ccccc2)S(C)(=O)=O)cc1	1.4	-0.4	0.0	10.6
77	Cc1ccccc1-n1c(=O)c(C#N)cc2c(=O)n3ccccc3nc21	-35.1	2.7	-0.1	2.8
78	CN1C(C)(C)CCCC1(C)C	-6.5&-8.4	-1.7&-0.6&-0.4	0.0&0.1&-0.1	1.0&9.3&3.7
79	COc1ccc(C2CC(c3cccs3)=NN2C(=O)CSc2nnc(CNC(=O)c3cccs3)n2CCc2ccccc2)cc1 (stereo not given)	5.6	-1.3	0.1	10.5
80	O=C(c1ccco1)N1CCCN(c2nc3nonc3nc2N2CCCCC2)CC1	-5.8	-0.7	0.0	0.2
81	N#C/C(=C\C1CC2C=CC1C2)c1nc2ccccc2[nH]1 (stereo not given)	-10.7	-0.7	0.2	8.3
82	O=C(c1cccc([N+](=O)[O-])c1)n1nc(-c2ccco2)nc1NCc1cccs1	-18.1	-1.9	1.0	17.6
83	c1csc(CNc2ncc(-c3ccsc3)n3ccnc23)c1	-74.7	-0.2	-0.5	13.7
84	CCOC(=O)N1CCC(c2nc3ccccc3[nH]2)CC1	-3.0	1.3	-0.2	-3.7
85	CCN1CCN(C2CCN(c3nc4nonc4nc3NCc3ccccc3)CC2)CC1	-3.6	1.0	0.0	3.6
86	CCOC(=O)N1CCN(CC(O)COc2cccc(C)c2)CC1 (stereo not given)	3.9	0.2	0.3	19.8
87	Cc1cccc(OCCCC(=O)NC(C)c2ccccc2)c1 (stereo not given)	-2.9	-0.1	0.7	-6.8
88	Cc1ccc(S(=O)(=O)NC(C)C(=O)Oc2ccc3c(c2)oc(=O)c2ccccc23)cc1 (stereo not given)	-8.1	-0.4	0.0	-5.0
89	CCOc1ccc(C2CC(c3ccc(Cl)cc3)n3nc(N)nc3N2)cc1 (stereo not given)	2.1	-0.4	0.0	15.9
90	O=C([C@H]1CCCN1)N1CCC(c2nc(-c3ccncc3)no2)CC1	-8.4	-0.3	0.7	20.5

# 6 records drawn at random from the list so far:
no.	SMILES	TEAD-YAP block	GPR151 activ	FBW7 act	MITF primary
78	CN1C(C)(C)CCCC1(C)C	-6.5&-8.4	-1.7&-0.6&-0.4	0.0&0.1&-0.1	1.0&9.3&3.7
66	Cc1ccc(C2CC(C(F)(F)F)n3nc(C(=O)N4CCC(C)CC4)cc3N2)cc1 (stereo not given)	15.5	0.6	0.1	2.8
68	c1ccc(CNc2nc3ccccc3n2CCN2CCOCC2)nc1	-14.9	-2.1	1.1	-7.3
64	COc1ccc(CCNC(=O)CSc2cccc[n+]2[O-])cc1	-1.8	0.7	-0.1	-0.5
85	CCN1CCN(C2CCN(c3nc4nonc4nc3NCc3ccccc3)CC2)CC1	-3.6	1.0	0.0	3.6
72	COC(=O)N/N=C/c1cccc([N+](=O)[O-])c1	5.8	1.2	-0.2	-2.9

# (continued)
no.	SMILES	TEAD-YAP block	GPR151 activ	FBW7 act	MITF primary
91	NC(=O)c1nn(-c2ccccc2)nc1N	2.3	-0.9	-0.1	9.3
92	Cc1ccc(/C=C/C(=O)NC2CCCC2)o1	2.9	-0.6	0.2	10.7
93	COc1ccc(CCNc2nc(Nc3ccc(N4CCOCC4)cc3)nc3c2ncn3Cc2ccc(C(F)(F)F)cc2)cc1	2.8	-0.5	0.2	28.0
94	O=C(CSc1nc2ccccc2s1)Nc1ccccn1	4.8	-0.1	0.4	9.5
95	CCCCCOc1ccc(NC(=O)c2cccc(C(=O)OC)n2)cc1	-9.2	-2.6	0.1	-7.8
96	c1ccc(-c2ccc(SCc3ccccn3)nn2)cc1	-24.0	-2.2	0.2	7.2
97	Cc1[nH]c2ccccc2c1C(=O)C(=O)NC1CC1	13.5	-0.9	-0.1	0.0
